GSIS activator = GLuc luminescence reporter in INS-1E cells, primary screen for activators of glucose-dependent secretion of insulin. INS-1E GLuc reporter insulin secretion, 2-3 h. hit rate 0.61% among 370,000. AID 743287, 2014. activation, % at 16.6 µM;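 active = lowest replicate activation of at least 40%, so every replicate reaches that level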;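 also: 0% = median of neutral control wells and 100% = median of IBMX positive control wells; some compounds called inactive have numbers as strong as hits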
FN deposition inh = inhibitors of fibronectin matrix deposition, primary screen, AH1F cells, Alexa488-fibronectin fluorescence, plate reader | AH1F fibroblasts, overnight | inhibition, % at 12.6 µM | hit rate 0.086% among 350,000;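 active = mean inhibition across replicates of 30% or more, regardless of how many single replicates reach that level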;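 also: positive control wells lacked labelled fibronectin entirely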
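Schedule: 1 h cell adhesion before compound, then overnight fibronectin incubation; test system: AH1F fibroblast monolayer depositing Alexa488-labelled fibronectin into matrix; quantity: 10000 AH1F cells per well; probe or stimulus: fluorescent fibronectin at 24 nM final; signal: fluorescence, ex 485 nm, em 525 nm; evaluation: percent inhibition as loss of matrix-bound fibronectin fluorescence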
Numbers without * were called inactive. A portion of the library; count on the stated rates, not on these rows.

SMILES	GSIS activator	FN deposition inh
O=C(CCC1CCCC1)Nc1ccc(C(=O)NCc2cccnc2)cc1	10	2
CCOC(=O)C1=C(O)C(=O)N(Cc2ccc(C(C)(C)C)cc2)CC1	5	-2
O=C(NC1=C(Nc2ccc(F)cc2)C(=O)c2ccccc2C1=O)c1ccc(Cl)cc1	25	2
CCOc1ccc(C(=O)NC(=S)Nc2ccccc2N2CCCCC2)cc1[N+](=O)[O-]	-27	-5
CCCCNc1nc2ccccc2nc1Cl	22	-1
O=C(COc1cccc2ccccc12)N/N=C/C=C/c1ccccc1	-12	0
Cc1cc(C)cc(NC(=O)c2cc(Cl)sc2Cl)c1	-10	2
CCN(CC)CCOc1ccc2c(c1)C(=NNC(=O)c1ccccn1)c1cc(OCCN(CC)CC)ccc1-2	27	-24
C[C@@H]1CN(C)C(=O)c2cccc(N)c2O[C@@H]1CN(C)C	-5	4
CCOC(=O)c1sc(-c2ccc(OC)cc2)cc1NC(C)=O	11	-7
O=C(N/N=C/c1ccncc1)C1CC1C(=O)N/N=C/c1ccncc1 (centres undefined)	6	-1
Cc1ccc(S(=O)(=O)NCCC(=O)NCc2ccco2)cc1	5	5

Retrieved by structure from the entries so far, two records:
SMILES	GSIS activator	FN deposition inh
CCOC(=O)C1=C(O)C(=O)N(Cc2ccc(C(C)(C)C)cc2)CC1	5	-2
CCOC(=O)c1sc(-c2ccc(OC)cc2)cc1NC(C)=O	11	-7

Carrying on.
SMILES	GSIS activator	FN deposition inh
COc1cc(C(=O)OCC(=O)Nc2ccc(C(C)=O)cc2)ccc1OCC(=O)N1CCOCC1	8	-9
CCc1nnc(NC(=O)CCC(=O)NC2CCCc3ccccc32)s1 (centres undefined)	2	0
CCOCCOc1nc(C)cc(C)c1S(=O)(=O)c1ccccc1C	12	-12
CC(C)(O)C#Cc1ccc(C(=O)N2CCN(c3ccc([N+](=O)[O-])cc3)CC2)cc1	-2	-7
C=CCSC(=S)NC1CCS(=O)(=O)C1 (centres undefined)	-11	3
CCN(CC(=O)Nc1ccc(N2CCOCC2)cc1)C(=O)c1ccc(C(F)(F)F)cc1	15	1
Nn1c(Cc2cccc3ccccc23)nnc1SCc1c(Cl)cccc1Cl	-14	2
CC(C)(C)Cc1cc(N)on1	19	-6
C[C@H]1CN(C)C(=O)c2cc(N(C)C)ccc2O[C@@H]1CN(C)C(=O)OC(C)(C)C	-5	-12
CN(C(=O)COC(=O)c1ccc2ccccc2n1)C1CCS(=O)(=O)C1 (centres undefined)	34	-3
C=CCNCCCCOc1ccc(Br)cc1C	16	1
CC(/C=C/c1ccccc1)=N\NC(=O)Cn1nc(C)cc1C	25	-1
CS/C(=N\S(=O)(=O)c1cccs1)Nc1ccc(F)cc1	19	-1
COc1cccc(C(=O)/C=C/Nc2ccc(S(=O)(=O)Nc3cnc4ccccc4n3)cc2)c1	7	-2
COc1ccccc1OCc1ccc(C(=O)N2CCOCC2)o1	15	-6
CCS(=O)(=O)c1ccc2oc(SCC(=O)NCCc3ccccc3)nc2c1	6	-3
O=[N+]([O-])c1ccc(N2CCNCC2)c(S(=O)(=O)N2CCOCC2)c1	-9	2
Cc1ccc(C(=O)Oc2coc(CSc3nnc(NC(=O)c4cccs4)s3)cc2=O)cc1C	-8	1
COC(=O)/C=C/c1ccc(-n2ccnc2)cc1	20	-8
COc1ccc(C2CC(c3ccccc3)=NN2C(=O)COC(=O)c2cccc(S(=O)(=O)N3CCOCC3)c2)cc1 (centres undefined)	-11	0
Cc1ccc(C(=O)c2cc([N+](=O)[O-])ccc2N2CCCCC2)cc1	17	3
CCOC(=O)c1c(NC2=NS(=O)(=O)c3ccccc32)sc2c1CCC(C)C2 (centres undefined)	-22	-2
CSc1ncc(Cl)c(C(=O)Nc2cccc(C)c2)n1	25	-8
Fc1ccccc1C1c2[nH]c3ccccc3c2CCN1Cc1ccoc1 (centres undefined)	-10	14
Cc1nn(-c2ccccc2)c(N2CCCC2)c1/C=N/NC(=O)c1cc(-c2cccs2)nc2ccccc12	13	1
Cc1ccc([N+](=O)[O-])cc1NC(=O)C(Sc1ccccc1)c1ccccc1 (centres undefined)	-14	6
Cn1cnc([N+](=O)[O-])c1Oc1ccccc1	-5	0
Brc1ccccc1C1CC(c2ccccc2)=Nc2ccccc2N1 (centres undefined)	1	-2
COc1ccc(Cn2c(-c3ccccc3)nc3c(c(=O)c4ccccc4n3C)c2=O)cc1	-52	-3
Cc1ccc(C)c(Nc2ccc(C(=O)NCCc3ccccc3)cn2)c1	-24	3
O=C(N/N=C/c1ccc2c(c1)OCO2)c1cc(-c2ccncc2)nc2ccccc12	-42	-3
COc1ccc(C(=O)Nc2ccc(C)cc2C(=O)c2ccccc2)c(OC)c1	-5	-10
CCC(C)[C@H](NC(=O)OC(C)(C)C)C(=O)N/N=C/c1ccc2cc(OC)ccc2n1 (some centres undefined)	3	-4
CC(C)CN(C(=O)COC(=O)c1ccccc1SCC(=O)NC1CCCCCC1)C1CCS(=O)(=O)C1 (centres undefined)	-16	6
CC(=O)N/C(=N\OCc1ccc(Br)cc1)c1nonc1NC(C)=O	-3	6
CC(C)(C)C1CCc2c(C(=O)NNC(=O)/C=C/C(=O)O)csc2C1 (centres undefined)	-22	-9
COc1ccc(-c2cc(C(=O)NN)n(-c3ccccc3)n2)cc1	-7	5
CC(=O)c1c(C)[nH]c(C(=O)OCC(=O)NCCC(C)C)c1C	-11	-15
CCC(=O)NC(=S)Nc1ccc(NC(=O)COc2ccc([N+](=O)[O-])cc2)cc1	1	12
CCOc1cc(Cl)c(NC(C)=O)cc1OCC	34	0
CC(C)N1CCc2c(sc(NC(=S)NC(=O)c3ccccc3)c2C#N)C1	-15	-1
O=C1/C(=C\c2ccc([N+](=O)[O-])cc2)CCc2ccccc21	12	-1
C/C=C/c1ccccc1[C@@H]1[C@H](C#N)N(C(=O)c2cccnc2)[C@H]1CO	3	-3
Cc1cccc(CSc2ccc3nnc(-c4cccnc4)n3n2)c1	-15	3
CC1CN(S(=O)(=O)c2ccc(C(=O)Nc3ccc(S(=O)(=O)Nc4nccs4)cc3)cc2)CC(C)O1 (centres undefined)	-13	3
Fc1ccc(-n2c(-c3cccs3)nc3nc4ccccc4nc32)cc1	9	4
Cc1c(C(=O)N2CCc3ccccc32)cnn1C	25	-8
O=C(N/N=C/c1cc(Br)c(Br)o1)c1cccnc1	15	6

2 entries from above in a different format.
Values in the order – GSIS activator | FN deposition inh
- O=C1/C(=C\c2ccc([N+](=O)[O-])cc2)CCc2ccccc21
 : 12 | -1
- C/C=C/c1ccccc1[C@@H]1[C@H](C#N)N(C(=O)c2cccnc2)[C@H]1CO
 : 3 | -3

Single entries from the results shown.
GSIS activator, C/C=C/c1ccccc1[C@@H]1[C@H](C#N)N(C(=O)c2cccnc2)[C@H]1CO stands at 3
GSIS activator, Fc1ccc(-n2c(-c3cccs3)nc3nc4ccccc4nc32)cc1 stands at 9
FN deposition inh, O=C1/C(=C\c2ccc([N+](=O)[O-])cc2)CCc2ccccc21 stands at -1
FN deposition inh, CC(C)N1CCc2c(sc(NC(=S)NC(=O)c3ccccc3)c2C#N)C1 stands at -1
GSIS activator, CC1CN(S(=O)(=O)c2ccc(C(=O)Nc3ccc(S(=O)(=O)Nc4nccs4)cc3)cc2)CC(C)O1 (centres undefined) stands at -13

Going on with the list:
SMILES	GSIS activator	FN deposition inh
O=C1c2ccccc2C(=O)N1/N=C/c1ccc(O)c(O)c1	5	2
CC(=O)N1CCN(CC(=O)Nc2ccccc2Sc2ccccc2)CC1	-3	3
CCOC(=O)c1c(NC(=O)C2C3C=CC(C3)C2C(=O)O)sc2c1CCC(CC)C2 (centres undefined)	-17	7
CCCNC(=O)c1ccc(CN2CCOCC2)cc1	1	-1
Brc1ccc2c(c1)C(c1cccnc1)=NNC(c1cccs1)=N2	3	-6
Cc1ccc(-c2csc(NC(=O)/C=C/c3cccs3)n2)cc1C	0	-5
Cc1cc(Br)ccc1SCC(=O)OCC(=O)NC(C)c1ccccc1 (centres undefined)	7	-10
COc1ccc(C2=NOC(COC(=O)c3ccc4ccccc4n3)C2)cc1 (centres undefined)	-12	-12
COc1ccc(N2CCN(C(=O)C3CC(O)CN3S(=O)(=O)c3ccc([N+](=O)[O-])cc3)CC2)cc1 (centres undefined)	36	10
Cc1ccc(NC(=O)CSc2nnc(C)c(=O)n2N)c(C)c1	1	4
CC1=NN(c2ccc(C)cc2)C(=O)/C1=C\c1ccc(Br)s1	26	-2
O=C(NCCC1=CCCCC1)C(=O)NCC(c1ccco1)N1CCN(c2ccccc2)CC1 (centres undefined)	126*	-2
CCN(CC)c1ccc(/C=N/N2CCN(Cc3ccccc3)CC2)c(O)c1	-26	-8
CCOc1ccc(NCc2nnc(SCC(=O)Nc3nc(-c4ccccc4)cs3)n2-c2ccccc2)cc1	-21	-1
C[C@H](C(=O)N(C)C[C@H]1OCc2ccccc2-c2ccccc2C(=O)N([C@H](C)CO)C[C@@H]1C)c1ccccc1	-5	-14
O=C(Nc1ccc(N2CCCC2)c(S(=O)(=O)Nc2cccc(C(F)(F)F)c2)c1)c1cccs1	-28	7
Cc1sc(N/N=C/c2cc([N+](=O)[O-])ccc2O)nc1-c1ccccc1	-15	-7
CCOC(=O)/C(N=Nc1c(C)n(C)n(-c2ccccc2)c1=O)=C(\C)O	4	-4
CO[C@@H]1CN(C)C(=O)c2cc(NC(=O)NC3CCCC3)ccc2OC[C@@H](C)NC[C@@H]1C	-15	-11
CCOC(=O)c1c(-c2ccccc2)csc1NC(=O)c1cc(S(=O)(=O)N2CCOCC2)ccc1C	-30	9
CC(C)NC(=O)N(C)C[C@@H]1Oc2ccccc2CC(=O)N(C)C[C@H]1C	0	-1
Cc1cccc(C2(c3cccc(C)c3)CC2C(=O)Nc2ccc([N+](=O)[O-])cc2O)c1 (centres undefined)	-5	23
COC(=O)C1=C(C)NC(=S)NC1c1ccc(-c2cccc(Cl)c2)o1 (centres undefined)	6	-1
CC(C)NOC(=O)c1ccc(Cl)cc1	16	11

Part of the list above in order of SMILES length, highest first.
SMILES	GSIS activator	FN deposition inh
CO[C@@H]1CN(C)C(=O)c2cc(NC(=O)NC3CCCC3)ccc2OC[C@@H](C)NC[C@@H]1C	-15	-11
CCOC(=O)c1c(-c2ccccc2)csc1NC(=O)c1cc(S(=O)(=O)N2CCOCC2)ccc1C	-30	9
CCOC(=O)/C(N=Nc1c(C)n(C)n(-c2ccccc2)c1=O)=C(\C)O	4	-4

Continuation:
SMILES	GSIS activator	FN deposition inh
Cc1ccccc1-c1nsc(SCC(=O)c2ccc(Cl)cc2)n1	-5	1
C[C@H]1CN(C)C(=O)c2cccnc2O[C@H]1CN(C)S(C)(=O)=O	2	5
O=C(CSc1n[nH]c(=O)[nH]c1=O)N/N=C/c1ccccc1O	37	2
O=C(CSCc1ccc(Cl)cc1)NN=C1CCCCCC1	-15	5
Cc1cccc(NC(=S)N(CCN(C)C)Cc2cc3cccc(C)c3[nH]c2=O)c1	33	-4
COc1ccccc1/C=N/NC(=O)c1ccccc1Cl	14	-6
COCCN(CCOC)c1nc(N)c2c(N)nc3c(c2c1C#N)CC(=O)N3Cc1ccc(Cl)cc1	-6	-8
O=C(CNC(=O)c1cccc(F)c1)OCC(=O)N1CCCCC1	-11	3
CSC(=Nc1cccc(C)c1)NC#N	13	-1
